# Source: PubChem BioAssay
# hIAP inh: human IAP inhibitors, primary screen, biochemical, luminescence, uHTS | Intestinal-type alkaline phosphatase (Homo sapiens), P09923 | actives 0.12% (n = 330,000) | inhibition, % at 10 µM | AID 2544, 2010 | purified IAP, CDP-Star luminescence, 30 min;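 active means inhibition reaching a set limit with compound at 10 µM in the primary screen, cut at about 35% in these data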;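 further: plate controls were DMSO wells with enzyme for no effect and no-enzyme buffer wells for full effect; values of inactives mirror those of a sister screen read the other way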
# Target sequence (P09923 whole entry, looked up): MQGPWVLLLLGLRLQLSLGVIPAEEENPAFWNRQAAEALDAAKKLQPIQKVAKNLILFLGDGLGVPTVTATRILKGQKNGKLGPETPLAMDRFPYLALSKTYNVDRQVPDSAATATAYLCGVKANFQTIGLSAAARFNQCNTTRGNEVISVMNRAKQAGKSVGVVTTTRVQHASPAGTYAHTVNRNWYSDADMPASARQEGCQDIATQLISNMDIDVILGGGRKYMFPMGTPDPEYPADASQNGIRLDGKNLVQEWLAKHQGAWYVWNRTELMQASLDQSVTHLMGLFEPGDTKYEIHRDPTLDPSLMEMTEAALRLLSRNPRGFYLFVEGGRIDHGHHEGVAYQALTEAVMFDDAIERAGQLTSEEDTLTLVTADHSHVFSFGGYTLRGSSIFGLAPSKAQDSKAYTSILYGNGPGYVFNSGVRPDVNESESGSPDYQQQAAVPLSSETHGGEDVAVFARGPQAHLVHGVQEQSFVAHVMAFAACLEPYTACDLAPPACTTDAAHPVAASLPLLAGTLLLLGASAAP
# HKDC1 inh: HKDC1 hexokinase inhibitors, primary screen, biochemical, fluorescence, uHTS; Q2TB90; recombinant HKDC1, G6PDH/diaphorase resazurin coupled fluorescence; inhibition, % at 20 µM; actives 0.16% (n = 340,000);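 active means inhibition above about 35% when tested at 20 µM, limit read from the data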;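 further: plate controls were DMSO wells with enzyme for no effect and DMSO wells lacking enzyme for full effect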
#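 Assay system – recombinant HKDC1 (HK5) hexokinase enzyme, produced in-house · Input – HKDC1 at 5 µg/mL · Reagent – glucose plus 1 mM ATP as hexokinase substrates · Timing – 90 min reaction incubation at room temperature, dark · Measured by – G6PDH/diaphorase-coupled fluorescence, 1 mM NADP, 100 µM resazurin, 525/613 nm · Benchmarks – DMSO-enzyme wells negative, buffer-substituted wells positive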
# ATG4B inh: ATG4B protease inhibitors, primary screen, biochemical, fluorescence, uHTS. Cysteine protease ATG4B (Homo sapiens), Q9Y4P1. ATG4B cleavage of LC3-PLA2, NBD-HPC fluorescence, 1 h. inhibition, % at 8.33 µM. actives 0.51% (n = 340,000); in the data active means inhibition above about 40%
# Target sequence (Q9Y4P1 whole entry, looked up): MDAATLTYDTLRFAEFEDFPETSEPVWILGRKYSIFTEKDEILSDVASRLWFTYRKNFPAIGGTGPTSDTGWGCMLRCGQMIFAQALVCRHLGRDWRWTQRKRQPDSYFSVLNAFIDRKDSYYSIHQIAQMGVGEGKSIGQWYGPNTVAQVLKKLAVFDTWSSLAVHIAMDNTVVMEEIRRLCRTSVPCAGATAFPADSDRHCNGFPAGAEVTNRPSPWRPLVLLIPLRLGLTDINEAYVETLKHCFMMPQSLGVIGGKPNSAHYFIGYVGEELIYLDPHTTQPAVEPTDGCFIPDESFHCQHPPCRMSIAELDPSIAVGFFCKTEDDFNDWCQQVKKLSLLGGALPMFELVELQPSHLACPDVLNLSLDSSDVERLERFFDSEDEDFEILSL
# mIAP act: activators of mouse IAP, primary screen, biochemical, luminescence, uHTS | actives 0.24% (n = 330,000) | activation factor at 10 µM | intestinal alkaline phosphatase [Mus musculus] | muIAP, CDP-Star luminescence, 30 min; hits give high values; 1 = vehicle-only enzyme signal, 0 = enzyme-free wells;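 active means activation factor of at least 2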; further: the source names both 10 and 20 µM as test concentration; values of inactives mirror those of a sister screen read the other way
#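 Assay system: mouse IAP enzyme; reagent: chemiluminescent substrate CDP-Star; dosing: test compounds delivered from DMSO solution; schedule: 30 min at room temperature; measured by: luminescence from enzymatic CDP-Star hydrolysis; controls: DMSO-only wells and no-enzyme negative control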
# PfG6PD inh: PfG6PD enzyme inhibitors, primary screen, biochemical, fluorescence intensity, uHTS. PfGluPho enzyme, NADPH resazurin-diaphorase fluorescence. glucose-6-phosphate dehydrogenase-6-phosphogluconolactonase (Plasmodium falciparum 3D7). actives 0.78% (n = 350,000). inhibition, % at 20 µM;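 active means inhibition reaching at least a set limit at 20 µM in the primary screen, cut at about 59% in these data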;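 further: 0% = DMSO wells with substrate and 100% = DMSO wells lacking glucose-6-phosphate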
# hIAP activ: human IAP activators, primary screen, biochemical, luminescence, uHTS | actives 0.16% (n = 330,000) | Intestinal-type alkaline phosphatase (Homo sapiens), P09923 | AID 2524, 2010 | activation factor at 10 µM | purified human IAP, CDP-Star luminescence, 30 min; hits give high values; 1 = vehicle-only enzyme, 0 = enzyme-free background;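 active means activation factor of the enzyme at least 2-fold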; further: the source names both 10 and 20 µM as test concentration; values of inactives mirror those of a sister screen read the other way
# APOBEC3A inh: APOBEC3A ssDNA deaminase inhibitors, primary screen, selectivity assay for APOBEC3G inhibitor project, biochemical, FAM/TAMRA oligo cleavage fluorescence | actives 0.41% (n = 330,000) | recombinant A3A, FAM/TAMRA ssDNA deamination fluorescence | inhibition, % at 20 µM | DNA dC->dU-editing enzyme APOBEC-3A (Homo sapiens), P31941;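 active means at least 40% inhibition at 20 µM here, with at most 30% in a related deaminase screen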;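 further: plate controls were A3A with DMSO for no effect and wells lacking A3A enzyme for full effect; some results filed as inactive read as strong as hits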
# mIAP inh: inhibitors of mouse IAP, primary screen, biochemical, luminescence, uHTS. inhibition, % at 10 µM. purified mouse IAP, CDP-Star luminescence, 30 min. AID 2806, 2010. intestinal alkaline phosphatase [Mus musculus]. actives 0.2% (n = 330,000);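 active means inhibition of at least 40% at 10 µM in the primary screen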;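 further: plate controls were DMSO with enzyme for no effect and no enzyme wells for full effect; values of inactives mirror those of a sister screen read the other way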
# An asterisk follows results filed as active; / = not tested or not shown. Outcome played no part in choosing rows; about 2.4% have a hit in one of these screens.
SMILES,hIAP inh,HKDC1 inh,ATG4B inh,mIAP act,PfG6PD inh,hIAP activ,APOBEC3A inh,mIAP inh
Cc1ccc(C(=O)NCC(=O)N2CCCN(C)CC2)cc1C,-5,-1,-3,0.99,-3,1.1,-2,1
Cc1ccccc1C(=O)NC(=S)Nc1ccc2[nH]c(=O)[nH]c2c1,-4,2,12,0.96,29,1,2,4
CCCCOc1ccc(Cc2cnc(N)nc2N)cc1,-10,-2,-3,1,3,1.1,-4,-4
Cc1nc2ccccc2n1CCc1nc2c3ccccc3nc(=S)n2[nH]1,0,4,5,0.95,19,1,-4,5
O=C(Nc1ccccc1)NC1(C(=O)NCc2cccs2)CCCCC1,10,11,3,1.1,-5,0.9,0,-8
COc1ccc(/C=C/C(=O)NCC2COc3ccccc3O2)cc1OC (stereo not given),12,2,-9,0.94,0,0.88,-1,6
CCCC(=O)Nc1ccc(NCc2ccc(C)s2)cc1,-24,0,0,1,-7,1.2,-10,-3
O=C(O)c1ccc(S(=O)(=O)N2CCC(n3nnc4cc(C(F)(F)F)ccc43)CC2)cc1,-10,-3,-2,1.1,-11,1.1,-4,-8
CC(C)(C)c1ccc(C2=NC(=O)C(CC(=O)O)S2)cc1 (stereo not given),-10,0,-9,0.92,46,1.1,-2,8
CCCCCN1C(C)=CC(=C(C#N)C#N)C=C1C,1,-14,-8,0.99,7,0.99,1,1
O=C(c1ccc(Cl)c(S(=O)(=O)N2CCCC2)c1)N1CCN(c2ccc(F)cc2)CC1,14,-2,2,0.98,4,0.86,16,2
OC(COc1ccc(Cl)cc1)CN1CCN(c2cccc(Cl)c2)CC1 (stereo not given),14,4,-5,0.93,3,0.86,-6,7
CCC1(c2ccccc2)NC(=O)N(CC(=O)NCc2ccc(OC)cc2)C1=O (stereo not given),-2,-3,-8,1,7,1,1,-1
CC(Nc1ccc(S(=O)(=O)N2CCN(C)CC2)cc1[N+](=O)[O-])c1ccccc1 (stereo not given),8,2,-10,0.86,2,0.92,0,14
O=C(CCCOc1ccccc1)Nc1cccc(S(=O)(=O)N2CCCCC2)c1,-12,1,-10,1.5,17,1.1,10,-46
Cc1cc(C)nc(N(C#N)Cc2ccc(Cl)cc2)n1,3,-6,2,1.1,11,0.97,3,-8
O=C(CSCc1cnn(-c2ccccc2)c1-n1cccc1)NCC1CCCO1 (stereo not given),-4,-3,/,0.98,-19,1,-1,2
CC(=O)N1CCN(c2ccc(NS(=O)(=O)c3ccc(C)cc3)cc2)CC1,-2,6,-8,1.1,13,1,-1,-13
COc1ccc(CNC(=O)CC(C)S(=O)(=O)c2ccc3c(c2)NC(=O)CO3)cc1 (stereo not given),-2,-3,-4,1,-13,1,-5,-1
CSCCC1NC2(C(=O)Nc3c(C)cc(Cl)cc32)[C@@H]2C(=O)N(C3CCCC3)C(=O)[C@H]12 (stereo not given in full),-9,7,-12,0.94,4,1.1,5,6
Cc1ccc(CNC(=O)Cn2cnc3c(NCc4ccccc4)ncnc32)o1,/,-5,-8,1,-3,/,0,-3
O[C@@H]1COC(Nc2ccc(N=Nc3ccccc3)cc2)C[C@@H]1O (stereo not given in full),15,-4,-1,0.87,9,0.85,0,13
CCCC1(c2ccccc2)NC(=O)N(CC(=O)Nc2ccc3c(c2)OCCO3)C1=O (stereo not given),-14,-1,-8,1,-2,1.1,-4,-5
O=C(NC1CCCCCC1)C1CCN(S(=O)(=O)c2cccc3cccnc23)CC1,12,-3,3,0.86,-17,0.88,-2,14
O=C(N/N=C/c1cccnc1)c1ccco1,2,-1,3,0.98,-15,0.97,-1,2
CCOC(=O)c1ccc(-c2ccc3c(=O)c4ccccc4n(C)c3c2)cc1F,-4,-2,-5,0.82,6,1,-1,18
O=C(C[C@@H]1C/C=C\CCC(=O)OC[C@@H]2CCCN2C1=O)N[C@@H](CO)Cc1ccccc1,4,-7,8,1.1,-9,0.96,1,-6
Cc1ccccc1C(=O)Nc1nnc(SC(C)C)s1,4,-4,2,1,17,0.95,0,-1
CC1=C(C(=O)NCc2ccc(Cl)cc2)C2(CCC(C)CC2)OC1=O (stereo not given),-2,-7,-6,1.1,3,1,-5,-8
CCOC(=O)C1CCN(C(=O)CN(C)S(=O)(=O)c2cc(C)ccc2OC)CC1,6,-11,9,0.94,-4,0.94,3,6
CCOc1ccc(OCc2ccc(C(=O)Nc3cccnc3)cc2)cc1,-8,-7,-1,1,1,1.1,-4,-2
Cc1ccc(S(=O)(=O)N(C)c2ccc3ccccc3c2)cc1,10,-10,1,0.88,32,0.9,-2,12
O=C(NCCCn1ccnc1)c1ccc(N2CCCCC2)c([N+](=O)[O-])c1,-2,-2,-7,1,14,1,-2,0
CC(C)Oc1ccc(/C=C/C(=O)NCC2COc3ccccc3O2)cc1 (stereo not given),24,1,-3,1.1,24,0.76,1,-6
O=C(CCC(=O)N1CCOCC1)Nc1ccc(Cl)c(Cl)c1,10,-6,5,0.95,15,0.9,1,5
CCOc1ccc2[nH]c(=O)c(CN(CCO)Cc3nnnn3CCc3ccccc3)cc2c1,10,3,-15,1,-1,0.9,1,-4
CN(CC1CCN(CCc2cccc(C(F)(F)F)c2)CC1)C(=O)c1ccc(F)cc1F,4,3,13,0.89,-7,0.96,-1,12
COc1ccccc1NC(=O)CSc1nnc(C)n1CCc1ccccc1,3,-5,-10,1,7,0.97,-4,-1
CCCC(=O)n1nc(-c2ccc(Cl)cc2)nc1SC,-9,4,2,0.99,8,1.1,-2,1
O=C(CNC(=O)c1ccccc1F)OCc1nc2ccc(Cl)cc2n1CCO,-11,-3,2,1.1,-8,1.1,12,-13
O=[N+]([O-])/C=C/c1c(OCc2ccccc2)ccc2ccccc12,-2,/,/,0.91,/,1,0,9
CCC1=Nc2cc(C(=O)NCC3CCCO3)ccc2Sc2ccc(Br)cc21 (stereo not given),-7,1,27,0.95,20,1.1,-7,5
CCOc1ccc(CCNC(=O)c2sc3nc4n(c(=O)c3c2C)CCC4)cc1,-17,22,-8,1,12,1.2,-2,-1
O=C(O)C(C(=O)O)=C1C2CC3CC(C2)CC1C3,19,-7,2,1,7,0.81,-5,-2
Brc1ccccc1-c1nc2c3ccccc3ncn2n1,3,-2,-12,0.88,10,0.97,2,12
COc1ccc(/C=C/C(=O)O)cc1S(=O)(=O)NCC1CCCO1 (stereo not given),-10,-3,-2,0.97,-11,1.1,11,3
COC(=O)c1c(NC(=O)C(=O)N2CCOCC2)sc2c1CCCC2,-19,-1,-5,0.93,12,1.2,-1,7
Cc1ccc(CN2C(=O)CCC2C(=O)N2CCN(c3ccccc3)CC2)cc1 (stereo not given),-23,-1,-8,1,-7,1.2,-5,-4
CC(C)NC(=S)N(CCc1ccncc1)C(C)C,-10,-8,26,0.99,-1,1.1,2,1
COCCN(C(=O)CSc1nnc(-c2ccc(C(C)(C)C)cc2)n1N)c1c(N)n(CC(C)C)c(=O)[nH]c1=O,-10,2,-6,1.1,8,1.1,10,-8
COc1cc(/C=N/Nc2ccc(C(=O)O)cc2)cc(OC)c1OC,-3,-1,2,1.1,-9,1,-4,-9
CC1=C(C)/C(=N\OS(=O)(=O)c2ccccc2)C=CC1=O,-4,19,-10,0.72,112*,1,-1,28
Cc1cccc2cc(CN(CC3CCCO3)C(=O)c3ccco3)c(=O)[nH]c12 (stereo not given),8,-2,-5,0.98,13,0.93,-1,2
Cc1ccc(NS(=O)(=O)c2cccc(C(=O)NCC(c3ccco3)N3CCCCC3)c2)cc1 (stereo not given),-10,-1,3,0.95,4,1.1,11,5
CCCN1CCN(CCCNC(=O)c2ccc(CS(=O)c3ccc(OC)cc3)o2)CC1 (stereo not given),0,-5,-3,1.1,-1,1,-4,-6
CC(C)(C)OC(=O)Nc1ncnc2c1ncn2C1OC(CO)C2OC(C)(C)OC21 (stereo not given),-30,-5,0,1.1,-2,1.3,-2,-6
Cc1nc2c(-c3ccc(F)cc3)c(C)[nH]n2c(=O)c1Cl,3,3,2,0.89,-30,0.97,-5,11
COCCN1C(=O)N[C@@H](c2ccccc2)C(C(=O)OC)=C1C,-9,-5,2,1.1,11,1.1,-1,-10
Cc1cc(C(=O)OCC(=O)NCCC(C)C)c2ccccc2n1,-12,-1,-9,0.93,-7,1.1,-8,7
CSCCC1C(C#N)=C(N)Oc2n[nH]c(-c3cccs3)c21 (stereo not given),-8,5,-9,0.99,12,1.1,-4,1

# Following part.
SMILES,hIAP inh,HKDC1 inh,ATG4B inh,mIAP act,PfG6PD inh,hIAP activ,APOBEC3A inh,mIAP inh
CCn1c(O)c(C=NCCN2CCOCC2)sc1=S,-5,-4,-7,1,3,1,1,-2
COc1ccc(CN(C(=O)c2oc3ccccc3c2C)C2CCS(=O)(=O)C2)cc1OC (stereo not given),-34,-7,-2,1.1,-3,1.3,-3,-11
CC(C)CN(C(=O)CSc1nncn1C)C1CCS(=O)(=O)C1 (stereo not given),1,2,-5,1,-3,0.99,3,-1
Cc1cc(Cl)c2oc(C(=O)NCCN3CCCCC3CO)c(C)c2c1 (stereo not given),-7,3,-3,0.95,12,1.1,-4,5
CC(C)NC(=O)c1nn2c(C(F)(F)F)cc(-c3ccco3)nc2c1Cl,3,0,4,1,-13,0.97,-2,-1
CC(=O)Nc1ccc(S(=O)(=O)N(C)CC(=O)OCC(=O)Nc2cccnc2Cl)cc1,12,1,2,0.93,-7,0.88,-2,7
COc1ccc(Cl)cc1C(=O)NNC(=S)NC1CCCC1,-37,-8,-4,0.98,11,1.4,-3,2
Cc1ccc(S(=O)(=O)CCC(=O)NC2CCCC2)cc1,18,-6,-4,1.1,0,0.82,-2,-10
CCOCC(=O)Nc1ccccc1C(=O)N1CCOCC1,-16,-8,-2,0.97,-1,1.2,-1,3
CCOC(=O)c1sc(NC(=O)C(C)C)c(C#N)c1C,5,-18,-15,0.97,68*,0.95,3,3
COc1ccc(CN2C(=O)C(CC(C)C)Nc3ncnc(N4CCOCC4)c32)cc1 (stereo not given),3,-1,-1,0.92,5,0.97,-2,8
CC(CC(=O)Nc1ccccc1C(F)(F)F)c1ccccc1 (stereo not given),1,-8,7,1,2,0.99,3,-5
O=C(CSc1ncn(-c2ccccc2)n1)NCc1ccccc1,-19,-2,-3,1,0,1.2,2,-5

# Structures from the list above that have a tert-butyl group, in the order listed:
SMILES,hIAP inh,HKDC1 inh,ATG4B inh,mIAP act,PfG6PD inh,hIAP activ,APOBEC3A inh,mIAP inh
CC(C)(C)c1ccc(C2=NC(=O)C(CC(=O)O)S2)cc1 (stereo not given),-10,0,-9,0.92,46,1.1,-2,8
COCCN(C(=O)CSc1nnc(-c2ccc(C(C)(C)C)cc2)n1N)c1c(N)n(CC(C)C)c(=O)[nH]c1=O,-10,2,-6,1.1,8,1.1,10,-8
CC(C)(C)OC(=O)Nc1ncnc2c1ncn2C1OC(CO)C2OC(C)(C)OC21 (stereo not given),-30,-5,0,1.1,-2,1.3,-2,-6
